# IkB sig inh = IkB Signaling. Potency, µM (highest dose often 57.1 µM), without a hit: at the top dose IkBa stabilization activation. 110,000 compounds, 0.04% hits. ABC-DLBCL IkBa-CBG/CBR dual luciferase ratio, 4 h; response scale: scaled: untreated 0%, proteasome inhibitor 100%. AID 445, 2006; active means well fitted curve in the direction sought with a large enough effect in the signal ratio, not every such curve was filed as active; inconclusive means small, poorly fitted or top-dose-only effect, or a change in a side signal; the % refers to the signal ratio;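 further: the direction sought is a rising ratio; 0% = basal untreated cells and 100% = reference inhibitor full response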
#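 Luminescence ratio of IκBα-fused green versus native red beetle luciferase in OCI-Ly3 cells, 4 h post-doxycycline with compound; red signal alone, scaled from basal (0%) to zero light (-100%), flagged nonspecific or cytotoxic effects.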
# p53ts 32C tox = qHTS Screen for Compounds that Selectively Target Cancer Cells with p53 Mutations: Cytotoxicity of p53ts Cells at the Permissive Temperature | Potency, µM (highest dose often 46.1 µM), inactives show at the top dose activity change, negative = cytotoxicity, hits mostly cytotoxic | 130,000 compounds, 0.93% hits | H1299-p53A138V at 32C, ATP luminescence viability, 24 h;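 further: 0% = DMSO and -100% = full killing by reference compound; nearly all actives have a fitted effect of over 55% in size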
#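 ATP-content luminescence (ATPlite) read-out after 24 h compound exposure at 32C in H1299-p53A138V cells (600/well). Tested up to 46 uM. Normalized to DMSO (0%) and 100 uM tamoxifen (100% killing); Hill-fit AC50.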
# p53ts 39C tox = qHTS Screen for Compounds that Selectively Target Cancer Cells with p53 Mutations: Cytotoxicity of p53ts Cells at the Nonpermissive Temperature; H1299-p53A138V viability at 39C, ATP luminescence, 24 h; Potency, µM (doses to about 46.1 µM), for inactives: at the top dose activity change, negative = cell killing, actives largely listed as cytotoxic; 130,000 compounds, 1.5% hits; AID 902, 2007; further: nearly all actives have a fitted effect of over 55% in size
# Peg3 imprint = qHTS Assay for Compounds that Induce Erasure of Genomic Imprints; mouse ES Peg3-LacZ reporter, beta-gal luminescence, 40 h; Potency, µM (series often up to 60.7 µM), for inactives: at the highest dose activity change, positive = activation, actives largely listed as activators; 110,000 compounds, 0.02% hits; AID 1948, 2009;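 further: 0% = negative control wells on the plate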
#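 Readout: BetaGlo luminescence (5 min, room temp) for LacZ from the normally silent maternal Peg3 allele in female Peg3LacZ-Neo ES cells. Cells 300/well, 40 h, 37C, 5% CO2. Data normalized per plate to negative controls.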
# * marks the source's active call; other numbers are inactive results; ? = inconclusive; · = no result given; [ ] = dose if it differs, or a comment. Unless noted, the call rests on the fitted dose curve; in most records, active means well fitted curve in the direction sought with a large enough effect; inconclusive means small, poorly fitted or top-dose-only effect, or another doubt; inactive means no such curve, though single readings can be large; an effect the other way counts as inactive or inconclusive. Unless noted, on the % scale 0 is the no-effect control and ±100 the full control effect; potency means the concentration at half of the fitted maximal effect.
# Value order – p53ts 32C tox	Peg3 imprint	p53ts 39C tox	IkB sig inh
- COc1nc(-c2ccc(C)cc2)ccc1-c1noc(-c2ccco2)n1
    -15%	-12%	-7%	0.0%
- CCOC(=O)c1[nH]nc(C(=O)c2ccc(Br)cc2)c1O
    10%	-23%	11%	5.7%
- CCSC1=C(C#N)C(c2ccc(Cl)cc2)C2=C(CCCC2=O)N1 (configuration not stated)
    -5%	-11%	-22%	?
- CCOCCCNc1nc2cc(OC)c(OC)cc2c2nc(-c3ccccc3)nn12
    5%	8%[10.9 µM]	-18%	0.3%
- Cc1ccc(C(=O)/C=C/c2cn(CC(O)CN3CCCCCC3)c3ccccc23)cc1 (configuration not stated)
    ?	?	13µM*	?
- COc1cccc(CNC(=O)CCS(=O)(=O)c2cc3c4c(c2)CCN4C(=O)CC3)c1
    14%	6%[10.9 µM]	-6%	-2.0%
- Cc1ccc(S(=O)(=O)N2CCC(C(=O)N3CCC(C(=O)NCc4cccnc4)CC3)CC2)cc1
    1%	-13%	0%	-1.6%
- COc1cccc(NC(=O)C2CCCN2C(=O)OCc2ccccc2)c1 (configuration not stated)
    -1%	-8%	6%	3.3%
- CCOC(=O)Cn1nc(C)c(NC(=O)COc2ccc(C)c(C)c2)c1C
    -2%	13%[10.9 µM]	28%	-0.9%
- Cc1c(Cl)cccc1NC(=O)NCc1c(-n2cccc2)sc2c1CCCC2
    -3%	-5%[10.9 µM]	-9%	-3.0%
- CCCc1nc(Nc2nc3ccccc3o2)nc(C)c1C(=O)OCC
    ?	-17%	-28%	-1.5%
- COc1ccccc1NC(=O)CC1Nc2ccccc2NC1=O (configuration not stated)
    -1%	-19%	0%	1.1%
- CC1Oc2ccccc2N(CC(=O)Nc2ccc3c(c2)OCO3)C1=O (configuration not stated)
    -12%	-7%	1%	0.4%
- CCOC(=O)CSCc1c(C#N)c2ccccc2n1C
    6%	-14%	-1%	-1.8%
- O=C(Cn1c(SCCOc2ccc(Cl)cc2)nc2ccccc21)N1CCCCC1
    -3%	-12%[10.9 µM]	-3%	0.2%
- Cc1ccccc1Nc1c(-c2ccc(Cl)s2)nc2cccc(C)n12
    8%	9%[10.9 µM]	0%	-1.6%
- CCCCNC(=O)c1ccc(Cc2nc3ccccc3[nH]2)cc1
    -7%	·	-2%	·
- O=C1CCCC=C1[C@@H](O)CCOC(c1ccccc1)(c1ccccc1)c1ccccc1
    1%[9.22 µM]	·	20%[9.22 µM]	·
- Cc1cccc(C(C)(C)C)c1OCCn1ccnc1
    -5%	-17%	2%	1.4%
- Cc1cccc(-n2ccnc2SCC(=O)Nc2ccccc2C(F)(F)F)c1
    -7%	2%[10.9 µM]	-26%	?
- CCn1c(COc2cccc(OC)c2)nnc1SCC(=O)Nc1cc(OC)ccc1OC
    4%	-21%	-7%	5.1%
- CCN(CC)S(=O)(=O)c1ccc2c(c1)nc(SCC(=O)NC1CC1)n2-c1ccccc1OC
    -3%	-14%	-3%	9.2%
- CCN(CC)S(=O)(=O)c1ccc2c(c1)N(CC(=O)Nc1ccccc1F)C(=O)C1CCCN21 (configuration not stated)
    -4%	2%[10.9 µM]	-8%	?
- Cc1ccc(C2C(C(=O)c3sc(C)nc3C)=C(O)C(=O)N2CCN2CCOCC2)o1 (configuration not stated)
    8%	-12%	4%	7.3%
- Cc1cccc(C)c1-n1ncc(C(=O)NCCCN2CCCCC2)c1C1CCN(C(=O)OC(C)(C)C)CC1
    2%	-10%[10.9 µM]	29%	?
- CCOc1ccc(N(CC(=O)Nc2ccccc2)S(C)(=O)=O)cc1
    -1%	-11%	-4%	0.2%
- Cc1cc(C)n(C(=O)Cn2nc(C(F)F)cc2C)n1
    -12%	·	0%	·
- CCCOc1ccc(N2C(=O)CC(SC(=NCC)Nc3cccc(F)c3)C2=O)cc1 (configuration not stated)
    10%	·	2%	·
- COCCSc1ccccc1C(=O)NCc1ccco1
    1%	-13%	9%	-1.8%
- COc1ccc(-c2cn3c(C)c(C(=O)Nc4cccc(NC(C)=O)c4)sc3n2)cc1
    -10%	-17%	-4%	?

# Ordered by SMILES length (smallest number first): part of the list above.
# Value order – p53ts 32C tox	Peg3 imprint	p53ts 39C tox	IkB sig inh
- COCCSc1ccccc1C(=O)NCc1ccco1
    1%	-13%	9%	-1.8%
- Cc1cccc(C(C)(C)C)c1OCCn1ccnc1
    -5%	-17%	2%	1.4%
- CCOC(=O)CSCc1c(C#N)c2ccccc2n1C
    6%	-14%	-1%	-1.8%
- COc1ccccc1NC(=O)CC1Nc2ccccc2NC1=O (configuration not stated)
    -1%	-19%	0%	1.1%
- Cc1cc(C)n(C(=O)Cn2nc(C(F)F)cc2C)n1
    -12%	·	0%	·
- CCCCNC(=O)c1ccc(Cc2nc3ccccc3[nH]2)cc1
    -7%	·	-2%	·
- Cc1ccccc1Nc1c(-c2ccc(Cl)s2)nc2cccc(C)n12
    8%	9%[10.9 µM]	0%	-1.6%
- CCOc1ccc(N(CC(=O)Nc2ccccc2)S(C)(=O)=O)cc1
    -1%	-11%	-4%	0.2%
- Cc1cccc(-n2ccnc2SCC(=O)Nc2ccccc2C(F)(F)F)c1
    -7%	2%[10.9 µM]	-26%	?
- O=C(Cn1c(SCCOc2ccc(Cl)cc2)nc2ccccc21)N1CCCCC1
    -3%	-12%[10.9 µM]	-3%	0.2%
- CCn1c(COc2cccc(OC)c2)nnc1SCC(=O)Nc1cc(OC)ccc1OC
    4%	-21%	-7%	5.1%
- CCCOc1ccc(N2C(=O)CC(SC(=NCC)Nc3cccc(F)c3)C2=O)cc1 (configuration not stated)
    10%	·	2%	·
- Cc1ccc(C2C(C(=O)c3sc(C)nc3C)=C(O)C(=O)N2CCN2CCOCC2)o1 (configuration not stated)
    8%	-12%	4%	7.3%
- CCN(CC)S(=O)(=O)c1ccc2c(c1)nc(SCC(=O)NC1CC1)n2-c1ccccc1OC
    -3%	-14%	-3%	9.2%
- CCN(CC)S(=O)(=O)c1ccc2c(c1)N(CC(=O)Nc1ccccc1F)C(=O)C1CCCN21 (configuration not stated)
    -4%	2%[10.9 µM]	-8%	?
- Cc1cccc(C)c1-n1ncc(C(=O)NCCCN2CCCCC2)c1C1CCN(C(=O)OC(C)(C)C)CC1
    2%	-10%[10.9 µM]	29%	?

# The list continues.
# Value order – p53ts 32C tox	Peg3 imprint	p53ts 39C tox	IkB sig inh
- COCCCNC(=O)c1c(NC(=O)Cc2coc3cc(C)ccc23)sc2c1CCCC2
    -23%	-10%[10.9 µM]	-9%	-3.3%
- Cc1ccc(-c2noc(-c3ccc(N4CCCCC4)c([N+](=O)[O-])c3)n2)cc1
    -17%	-18%[10.9 µM]	6%	1.3%
- Cc1cc(Br)ccc1NC(=O)C(NS(=O)(=O)c1cccs1)c1ccccc1 (configuration not stated)
    7%	-13%[10.9 µM]	-20%	?
- Cc1cc(C)cc(NC(=O)c2cc(S(=O)(=O)N3CCc4ccccc43)cn2C)c1
    -22%	-16%[10.9 µM]	?	?
- CCOC(=O)c1ccc(NC(=O)CCc2nc(-c3cccc(C)c3)no2)cc1
    -10%	-46%[inhibitor]	-18%	1.6%
- O=C(c1ccc(COc2ccc(F)cc2)o1)n1cccn1
    -10%	-90%[inhibitor]	-5%	4.4%
- N#Cc1ccsc1NC(=O)COc1ccc(-c2nnco2)cc1
    -2%	-96%[inhibitor]	-12%	?
- Cc1c(C#N)sc2nc(-c3ccccc3)nc(N3CCCC3)c12
    3%	4%	3%	0.2%
- COc1ccccc1NC(=O)c1ccc(S(=O)(=O)N2CCOCC2)cc1
    -3%	8%	-3%	0.5%
- Cc1nn(CC(=O)Nc2ccc(OC(F)(F)F)cc2)c(=O)c2c(C)n(-c3ccc(Cl)cc3)nc12
    10%	-5%[10.9 µM]	-1%	-1.0%

# 2 of the compounds above, with each value named:
Structure: Cc1cc(C)cc(NC(=O)c2cc(S(=O)(=O)N3CCc4ccccc43)cn2C)c1
  p53ts 32C tox = -22%; Peg3 imprint = -16%[10.9 µM]; p53ts 39C tox = ?; IkB sig inh = ?
Structure: CCOC(=O)c1ccc(NC(=O)CCc2nc(-c3cccc(C)c3)no2)cc1
  p53ts 32C tox = -10%; Peg3 imprint = -46%[inhibitor]; p53ts 39C tox = -18%; IkB sig inh = 1.6%

# (next part)
# Value order – p53ts 32C tox	Peg3 imprint	p53ts 39C tox	IkB sig inh
- COc1ccc(C)cc1NC(=O)C1CCCN(S(=O)(=O)c2cnc[nH]2)C1 (configuration not stated)
    7%	-5%	6%	-1.2%
- CCc1ccc(-c2nc(CN3CCC(C(=O)NCCN(CC)c4ccccc4)CC3)c(C)o2)cc1
    -1%	?	-4%	1.2%
- CC(=O)OCC(OC(C)=O)C(OC(C)=O)C(OC(C)=O)C(OC(C)=O)C(COC(C)=O)OC(C)=O (configuration not stated)
    4%	1%	-10%	·
- CC(C)n1c(SCC(=O)c2ccc3c(c2)OCCO3)nc2c1c(=O)n(C)c(=O)n2C
    17%	·	13%	-0.6%
- O=C(O)c1cc(S(=O)(=O)NCc2ccco2)c(Cl)cc1Cl
    4%	-2%	6%	1.6%
- COc1cc(OC)cc(C(=O)Nc2ccc(-c3nc4cc(C(C)C)ccc4o3)cc2)c1
    -2%	-6%[10.9 µM]	-23%	?

# Screening results as filed in PubChem.
